Source: PubChem BioAssay
IP6K1 inhibitor: Primary qHTS assay for small molecule inhibitors of Inositol hexaphosphate kinase 1 (IP6K1); 0.81% of 140,000 active; IP6K1 kinase, ADP-Glo luminescence, 2 h; stronger effect = lower value; Inositol hexakisphosphate kinase 1 (Homo sapiens), Q92551; AID 1645851, 2021; activity change, % (series mostly up to about 58 µM); in the data active = activity change below about -25%
Target sequence (Q92551 whole entry, looked up): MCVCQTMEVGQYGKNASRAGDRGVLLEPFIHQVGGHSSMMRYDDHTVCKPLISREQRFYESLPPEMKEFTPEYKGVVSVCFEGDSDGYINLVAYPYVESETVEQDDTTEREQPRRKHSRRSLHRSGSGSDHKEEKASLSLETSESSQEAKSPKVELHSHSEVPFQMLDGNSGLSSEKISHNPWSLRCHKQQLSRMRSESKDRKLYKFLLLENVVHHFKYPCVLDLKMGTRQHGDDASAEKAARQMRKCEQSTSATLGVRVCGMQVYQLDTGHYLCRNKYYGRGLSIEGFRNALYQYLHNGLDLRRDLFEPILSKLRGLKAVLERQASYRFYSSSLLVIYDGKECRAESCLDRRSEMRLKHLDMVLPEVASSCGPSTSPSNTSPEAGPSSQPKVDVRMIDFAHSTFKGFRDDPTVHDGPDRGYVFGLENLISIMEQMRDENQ
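ADP-Glo luminescence measures ADP made by human IP6K1 during a 2 h RT reaction with ATP/IP6 (mix at 1.3 mM/130 uM); top library doses 57.5 and 19.1 uM final.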
HEK293 tox: Cytotoxic Profiling in HEK 293 Cell Line of Diverse Libraries Using Quantitative High-Throughput Screening; HEK 293 viability, ATP luminescence (CellTiter-Glo), 48-72 h; Potency, µM (titrated, usually from 115 µM), without a hit: at the highest dose activity change, negative = cytotoxicity, usual class: inhibitors; 6.6% of 94,000 active; AID 1345083, 2018; also: potency is read from the fitted curve at half-maximal effect; nearly all actives have a fitted effect of over 60% in size
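Pintool-delivered compounds were incubated with HEK 293 cells (250 cells/well) at 37 degree Celsius for 48 or 72 hr. ATP-dependent luminescence (CellTiter-Glo) then reported remaining viable cells.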
SNCA expr inhib: Primary qHTS assay for inhibitors of alpha-synuclein gene (SNCA) expression. Potency, µM (titrated, usually from 57.2 µM), for inactives: top-dose activity change, negative = inhibition, hits mostly inhibitors. HEK-293 SNCA-luciferase knock-in, luminescence, 24 h. 0.17% of 140,000 active;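 also: potency is read from the fitted curve at half-maximal effect; plate controls were DMSO cells for no effect and cell-free wells for full effect; nearly all actives have a fitted effect of over 45% in size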
HEK293 viab: GF-AFC viability counterscreen for inhibitors of alpha-synuclein gene (SNCA) expression; Potency, µM (doses to about 57.1 µM), without a hit: at the top dose activity change, negative = cytotoxicity, actives largely listed as cytotoxic; HEK-293-SNCA-luc viability, GF-AFC fluorescence, 24 h; AID 1671193, 2021; 0.12% of 150,000 active;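 also: potency is read from the fitted curve at half-maximal effect; 0% = DMSO-treated cells and -100% = medium-only wells without cells; nearly all actives have a fitted effect of over 30% in size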
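HEK-293-SNCA-luc cells (1500/well) plated 24 h, then exposed 24 h to a dilution series; GF-AFC added 30 min at 37C, fluorescence 405/540 nm; normalised to medium-only and DMSO wells, Hill fit.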
GPT2 inh: Primary qHTS assay for inhibitors of Glutamate pyruvate transaminase 2 (GPT2) | Potency, µM (top dose mostly 57.7 µM), without a hit: at the top dose activity change, negative = inhibition, hits mostly inhibitors | Alanine aminotransferase 2 (Homo sapiens), Q8TD30 | Recombinant GPT2, coupled pyruvate oxidase/HRP Amplex Red fluorescence | 0.25% of 100,000 active; also: potency is read from the fitted curve at half-maximal effect; nearly all actives have a fitted effect of over 60% in size; many of its hits are not listed in these tables
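Fluorescence read-out: pyruvate from GPT2 turnover coupled to pyruvate oxidase, HRP and Amplex Red (0.2mM ThPP, 0.2U/mL PO and HRP, 50uM Amplex final). Substrates 250uM a-KG, 2mM L-alanine; enzyme 10ng/uL; 30 min RT.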
NIH3T3 tox: Cytotoxic Profiling in NIH 3T3 Cell Line of Diverse Libraries Using Quantitative High-Throughput Screening; NIH 3T3 viability, CellTiter-Glo ATP luminescence, 48-72 h; Potency, µM (top dose mostly 96.7 µM), inactives show at the top dose activity change, negative = cytotoxicity, usual class: inhibitors; 4.3% of 94,000 active; AID 1345082, 2018; also: potency is read from the fitted curve at half-maximal effect; nearly all actives have a fitted effect of over 55% in size
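Cytotoxicity is measured as loss of cellular ATP: NIH 3T3 cells (400/well) are exposed to compound for 48 or 72 hr at 37 °C, then CellTiter-Glo luminescence is imaged after 10 min at room temperature.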
FLuc inh: Firefly luciferase inhibition profiling of diverse chemical library using quantitative high-throughput screening; Luciferin 4-monooxygenase (Photinus pyralis), P08659; purified P. pyralis luciferase, luminescence, biochemical; Potency, µM (top dose mostly 115 µM), inactives show top-dose activity change, negative = inhibition, most hits filed as inhibitors; 2.5% of 76,000 active; also: potency is read from the fitted curve at half-maximal effect; nearly all actives have a fitted effect of over 65% in size
Target sequence (P08659 whole entry, looked up): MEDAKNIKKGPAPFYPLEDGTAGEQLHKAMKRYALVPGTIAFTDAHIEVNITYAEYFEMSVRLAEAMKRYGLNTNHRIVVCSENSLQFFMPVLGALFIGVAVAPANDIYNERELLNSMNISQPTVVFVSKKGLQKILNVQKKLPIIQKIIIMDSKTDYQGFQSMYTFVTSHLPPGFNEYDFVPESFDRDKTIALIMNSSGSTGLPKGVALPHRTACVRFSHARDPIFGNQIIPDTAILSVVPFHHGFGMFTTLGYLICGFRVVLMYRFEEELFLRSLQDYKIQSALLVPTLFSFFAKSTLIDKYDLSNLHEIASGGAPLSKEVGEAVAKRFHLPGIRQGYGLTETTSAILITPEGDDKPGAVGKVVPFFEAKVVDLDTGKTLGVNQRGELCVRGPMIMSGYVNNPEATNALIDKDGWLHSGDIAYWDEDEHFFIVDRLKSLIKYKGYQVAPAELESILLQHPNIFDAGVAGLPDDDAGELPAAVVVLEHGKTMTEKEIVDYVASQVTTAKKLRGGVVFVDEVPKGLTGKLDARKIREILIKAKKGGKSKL
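Luminescence read by CCD imager after adding enzyme (10nM final) to wells holding compound, titrated in qHTS. Substrates 10uM each D-luciferin and ATP; buffer 50mM Tris acetate pH 7.5, 10mM Mg acetate, Tween-20, BSA.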
Starred values were filed as active, the others as inactive; i = inactive; ? = inconclusive; · = no result given; & = joins results of further samples; ! = not confirmed by another sample; [ ] = dose if it differs, or a comment. Unless noted, calls follow the shape of the dose curve; as a rule, active = well fitted curve in the direction sought with a large enough effect; inconclusive = small, poorly fitted or top-dose-only effect, or another doubt; inactive = no such curve, though single readings can be large; an effect the other way counts as inactive or inconclusive. Unless noted, % is scaled to controls: 0 for no effect and ±100 for the full control effect.

SMILES	IP6K1 inhibitor	HEK293 tox	SNCA expr inhib	HEK293 viab	GPT2 inh	NIH3T3 tox	FLuc inh
Cc1cnc(CC2CCN(S(=O)(=O)c3ccccc3)CC2)n1Cc1ccc(F)cc1	13.8	?	-11.7%	4.5%	i	?	·
CCCCCN1CCCCC12Cc1ccccc1CNC2=O (configuration not stated)	-11.6	-7.1%[172 µM]	2.0%[87.6 µM]	-8.7%[87.6 µM]	i	i	·
CCCN1CCC2(CCN(C(=O)c3cccc(Cl)c3)CC2)Oc2ccccc21	-2.4	?	-4.8%	-20.3%	i	?	7.4%
O=C(Nc1ccc2oc(-c3cc(Br)ccc3Cl)nc2c1)c1cc2ccccc2o1	9.4	·	14.7%	4.6%	·	·	·
COc1cccc(-c2nnc(-c3ccccc3NC(=O)c3ccc(F)cc3F)o2)c1	31.2	·	13.0%	1.8%	·	·	·
CCCCOC(=O)c1ccc(NC(=O)c2c(OC)cc(=O)n3c2CCCC3)cc1	-18.0	?	-14.7%	8.9%	-2.9%	-8.3%	4.4%
Cc1ccc(-c2nnc(Nc3ccc(O)cc3)c3ccccc23)cc1S(=O)(=O)N1CCN(C)CC1	-7.9	·	-9.5%	-18.8%	·	·	·
COc1ccc(CCNC(=O)Cn2nc3n(c2=O)CCCC3)cc1OC	19.6	1.8%	-13.4%	7.0%	3.3%	i	4.7%
CC[C@@H]1C(=O)O[C@]23C=C[C@@H]4C(C(=O)OC)=CO[C@H](O[C@@H]12)[C@@H]43	-8.4	·	·	-2.2%	i	·	·
CCOC(=O)C1(Cc2ccccc2F)CCCN(C(=O)c2ccc(OC)nc2OC)C1 (configuration not stated)	-4.2	?	-21.2%	?	i	?	-19.4%
CCC1(C(=O)Nc2ccc(C)cc2)CCCCC(=O)N1 (configuration not stated)	2.3	0.1%	4.2%	-1.9%	i	-4.4%	4.3%
O=C(CN1C(=O)CNC1=O)N1C[C@H](CO)C[C@H](CN2CCOCC2)C1	-4.4	i	25.1%	7.2%	2.0%	4.7%	9.8%
Cc1nnc(C(C)C)n1C1CC2CCC(C1)N2CCC(NC(=O)C1CCC(F)(F)CC1)c1ccccc1 (configuration not stated)	-12.5	·	·	3.5%	i	·	·
Cc1c(Cl)cccc1NC(=O)Cn1ccn2nc(-c3ccc(F)cc3)c(CO)c2c1=O	10.3	-3.3%	-14.8%	2.7%	?	-15.1%	-6.2%
CNS(=O)(=O)c1cn(CC(=O)N2CCN(c3ccccc3F)CC2)cc1S(=O)(=O)NC	-0.4	·	-4.0%	-9.6%	·	·	·
Cc1cc(C(=O)N2CC[C@H](NS(=O)(=O)c3cccs3)C[C@H]2C(=O)N[C@H](Cc2ccccc2)C(N)=O)n(C)n1	3.3	-15.3%	7.7%	1.5%	0.6%	-23.8%	-10.1%
CC(C)c1noc(-c2cn(C3CCN(C(=O)c4ccc(C#N)cc4)CC3)nn2)n1	2.7	?	-8.9%	9.5%	i	-16.9%	19.7%
COc1ccc2cc(C3CN(C(=O)c4ccc(C)cc4OC)CCO3)ccc2c1 (configuration not stated)	40.9	22.4µM*	120.9%[activator]	-16.6%	-11.9%[11.5 µM]	44.7µM*	22.4µM*
COc1ccc(S(=O)(=O)NCc2cccn2Cc2cc(C)ccc2C)cc1OC	1.9	·	?	-9.3%	·	·	·
OCc1ccc(CN2C[C@H](O)C[C@H]2c2nc(-c3ccc(OC(F)(F)F)cc3)no2)o1	0.2	?	72.7%[activator][87.6 µM]	1.5%[87.6 µM]	?	?	44.7µM*
Cc1ccc(C(=O)N2CCc3nc(-c4ccc(Cl)cc4)nc(-c4ccccc4)c3C2)cc1	-2.2&-1.6	50.1µM*!	17.2%&-23.3%	2.9%&6.0%	i	?	?
COc1ccc(CCNC(=O)CCCCn2c(=O)c3ccccc3n(Cc3ccc(Cl)cc3)c2=O)cc1OC	23.8	·	-2.3%	-26.0%	·	·	·
Cc1oc(-c2cccc(Cl)c2)nc1CN1CCCC(C(=O)NCCc2ccc(Cl)cc2)C1 (configuration not stated)	15.7	·	-13.2%	5.0%	·	·	·
CC(C)C(=O)N1[C@@H]2CC[C@H]1CC(NC(=O)c1ccc(F)cc1)C2 (some centres not stated)	0.8	i	18.3%	8.9%	4.1%	-8.6%	·
CCCNC(=O)c1c(NC(=O)c2ccccc2F)sc2c1CCCCC2	1.7	·	28.3%	2.7%	·	·	·
CC(=O)OC/C(=C/C(=O)O)CC[C@@H]1C(C=O)=CC[C@@H]2C(C)(C)CCC[C@@]12C	-10.8	·	·	7.4%	5.0%[27.3 µM]	·	·
COc1ccc(CCNC(=O)CS(=O)Cc2nc(-c3ccccc3F)oc2C)cc1OC (configuration not stated)	17.9	·	13.2%	-8.0%	·	·	·
O=C1CCCN1CCCN1C(=O)[C@H]2CN(Cc3ccc(F)cc3Cl)C[C@H]2C1=O	-1.9	-4.9%	4.1%	-4.9%	i	-10.1%	5.5%
COc1cccc(CN2C(=O)OC3(CCN(Cc4ccccn4)CC3)C2(C)c2cccnc2)c1 (configuration not stated)	-4.5	4.4%	?	-4.8%	-0.2%	?	0.4%
O=C1CCc2cc(S(=O)(=O)NC(C(=O)Nc3ccc(F)cc3)c3ccccc3)ccc2N1 (configuration not stated)	4.3	·	4.9%	10.6%	·	·	·

The last two compounds of the section above lead into the next:
SMILES	IP6K1 inhibitor	HEK293 tox	SNCA expr inhib	HEK293 viab	GPT2 inh	NIH3T3 tox	FLuc inh
COc1cccc(CN2C(=O)OC3(CCN(Cc4ccccn4)CC3)C2(C)c2cccnc2)c1 (configuration not stated)	-4.5	4.4%	?	-4.8%	-0.2%	?	0.4%
O=C1CCc2cc(S(=O)(=O)NC(C(=O)Nc3ccc(F)cc3)c3ccccc3)ccc2N1 (configuration not stated)	4.3	·	4.9%	10.6%	·	·	·
COc1ccc(NC(=O)c2ccco2)cc1NC(=O)c1cccc(C)c1OC	6.5	·	3.1%	?	·	·	·
O=C(NC1CC(=O)N(c2cccc(F)c2)C1)c1ccc(S(=O)(=O)N2CCCC2)cc1 (configuration not stated)	11.5	·	4.0%	3.0%	·	·	·
Cn1c(=O)cc(SCC(=O)NCc2ccc(F)cc2)c2ccc(Cl)cc21	1.8	·	-3.5%	2.9%	·	·	·
COc1cccc(-c2c(C(=O)NCCc3ccccc3F)nc3sccn23)c1	22.0	?	?	-25.6%	-6.3%	?	·
CCNC(=O)[C@@H]1C[C@H](NC(=O)c2cc(C)on2)CN1Cc1nccs1	1.9	-6.5%	-0.8%	1.3%	-20.2%	-10.1%	-2.3%
COc1ccc(N2CCN(C(CNC(=O)C(=O)NCCCN(C)C)c3cccnc3)CC2)cc1 (configuration not stated)	34.3	·	12.3%	-4.5%	·	·	·
Cc1ccc(NC(=O)CCC(=O)N2Cc3ccccc3Oc3ncccc32)cc1Cl	1.5	·	-25.5%	5.9%	·	·	·
COc1cccc(S(=O)(=O)N2CCC3(CC2)N(C)C(=O)CS3=O)c1 (configuration not stated)	7.4	-1.8%	7.4%	3.2%	i	0.4%	2.2%
COc1cccc(N2C(=O)NC(=NC3CCCCC3)C23CCN(CC2CC2)C3)c1 (configuration not stated)	1.7	?	-8.0%	-17.3%	i	-20.5%	·
CNC(=O)[C@@H]1C[C@H](n2cc(CNS(=O)(=O)c3ccc(C)cc3F)nn2)CN1	25.5	0.2%	-1.9%	-22.6%	-0.6%	i	1.2%
CCOc1cc(=O)n2c(c1C(=O)Nc1ccc3c(c1)OCCO3)CCCCC2	10.4	-24.1%	-2.8%	-5.7%	3.8%	-3.1%	39.8µM*
CCOC(=O)c1c(-c2ccccc2)oc2ccc(NS(=O)(=O)c3ccc(C)cc3)cc12	2.7	·	?	-14.2%	·	·	·
CC1OC(OC2CCC3(C)C(CCC4(C)C3CC=C3C5CC(C)(C)CCC5(C(=O)OC5OC(CO)C(O)C(O)C5O)CCC34C(=O)O)C2(C)C)C(O)C(O)C1O (configuration not stated)	-6.0	·	·	-1.9%[23.9 µM]	i	·	·
CC1OC2OC(=O)C3(C)CC4=C(CO)C5=C(CC(=O)C4(C)C(C1=O)C23)C(C)(C)OC(=O)C5 (configuration not stated)	5.2	·	·	8.0%[23.9 µM]	i	·	·
Cc1cc(CNC(=O)c2cc(-c3ccncc3)cc3c2OCCN3C)no1	-12.5	?	11.7%[87.6 µM]	-10.2%[87.6 µM]	2.8%[88.5 µM]	?	-16.3%[172 µM]
CC(=O)Nc1nonc1-c1nnc(SCc2ccc(F)cc2)n1C	-0.1	·	2.6%	5.9%	·	·	·
Cn1c(=O)c2c(-c3ccc(Br)cc3)n(CCc3ccccc3)cc2n(C)c1=O	4.5	·	65.3%[activator]	6.4%	·	·	·
CCCn1cc(C2CCN(S(=O)(=O)c3c(Cl)cccc3Cl)CC2)c2ccccc21	-6.1	-10.2%	7.9%	3.0%	-0.2%	-20.4%	-2.0%
Oc1ccccc1CN1CCNc2cnc(Nc3ccccc3)cc2C1	-15.8	?	?	-17.8%[87.6 µM]	6.31µM*	?	-1.1%[172 µM]
O=C(O)COCCN1CCN([C@H](c2ccccc2)c2ccc(Cl)cc2)CC1	-1.6	·	·	-10.3%	i	·	·
CN(C)[C@H]1CCN(C(=O)c2ccccc2-n2cncn2)C[C@H]1CCC(=O)O	7.6	-0.6%	24.9%	21.5%	1.0%	-10.5%	4.7%
CCOC(=O)[C@H]1CN(C(=O)c2cc3ccccc3oc2=O)[C@]2(C)C(=O)N(CC3CC3)c3ccccc3[C@H]12	-8.2	?	·	·	·	?	·
CCn1ncc(N2CCCC(CC(=O)Nc3cc(OC)cc(OC)c3)C2)cc1=O (configuration not stated)	37.6	-1.0%	4.9%	5.5%	i	39.8µM*	11.0%
OCC1(CN2CCCC2)CCN(Cc2cc(F)cc(F)c2)CC1	-5.3	-5.2%	-13.3%	-10.7%	-1.6%	-30.0%	-0.6%
CNC(=O)c1cn2cc(-c3ccc(F)cc3)sc2n1	-21.0	?	7.2%	1.1%	-13.4%	?	·
Cc1oc2c(c1C(=O)Nc1ccc(Cl)cc1F)C1=NCCN1C=N2	24.5	·	-6.2%	11.6%	·	·	·
COc1ccc(CC(=O)N(C)C2CCc3nnc(C)n3CC2)cc1Cl (configuration not stated)	4.9	-4.3%	28.8%	3.2%	?	-22.8%	1.0%
